ELG1 repair inh = ELG1-dependent DNA repair inhibition; Potency, µM (titrated, usually from 46.1 µM), for the others: top-dose activity change, negative = inhibition, usual class: inhibitors; actives 2.3% (n = 330,000); HEK293T ELG1-luciferase reporter, luminescence, 16 h; DNA damage induced by 5-fluorouridine; note: potency is the fitted concentration of half-maximal effect; % is set by controls: 0 for no effect and ±100 for the full control effect; nearly all actives have a fitted effect of over 55% in size
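5-Fluorouridine DNA damage + compound/DMSO, 2,000 cells/well, 16 h, 37 °C/5% CO2. ONE-Glo, 30 min RT, luminescence. Readout = decrease in reporter signal.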
USP2a block = inhibitors of human ubiquitin-specific protease USP2a | actives 0.01% (n = 330,000) | USP2 core, Ub-CHOP2 coupled fluorogenic reporter, 485/531 | AID 463254 | Potency, µM (series often up to 38.3 µM), without a hit: top-dose activity change, negative = inhibition, hits mostly inhibitors;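 note: potency is the fitted concentration of half-maximal effect; plate controls were DMSO wells for no effect and full inhibition by NEM control for full effect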
Target sequence (O75604 whole entry, looked up): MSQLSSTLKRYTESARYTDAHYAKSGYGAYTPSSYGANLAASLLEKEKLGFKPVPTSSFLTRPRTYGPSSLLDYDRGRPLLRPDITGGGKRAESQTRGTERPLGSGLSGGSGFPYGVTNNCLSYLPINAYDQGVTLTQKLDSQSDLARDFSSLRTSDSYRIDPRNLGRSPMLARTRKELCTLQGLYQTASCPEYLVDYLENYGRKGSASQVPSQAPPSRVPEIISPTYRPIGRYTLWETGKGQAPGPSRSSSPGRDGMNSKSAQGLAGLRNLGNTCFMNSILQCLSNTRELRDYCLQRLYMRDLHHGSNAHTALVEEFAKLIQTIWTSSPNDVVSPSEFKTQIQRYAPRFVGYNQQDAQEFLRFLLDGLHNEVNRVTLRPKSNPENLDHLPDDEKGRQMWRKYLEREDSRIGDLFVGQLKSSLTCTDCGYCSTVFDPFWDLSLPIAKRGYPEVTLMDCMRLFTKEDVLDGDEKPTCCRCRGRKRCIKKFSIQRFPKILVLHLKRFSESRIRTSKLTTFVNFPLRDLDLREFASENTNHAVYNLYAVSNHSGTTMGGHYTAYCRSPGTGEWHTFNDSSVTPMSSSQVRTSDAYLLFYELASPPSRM
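Cell-free coupled assay: 10nM USP2 core preincubated 30min RT with compound in Tris-HCl pH 8.0/CaCl2/CHAPS buffer, then 25nM Ub-CHOP2 and 25nM reporter substrate; fluorescence (Ex 485/Em 531) read after 60min RT, normalized to NEM inhibition, concentration-response curves fitted.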
KCNH2 WT inh = inhibitors of human wildtype KCNH2 potassium channel; Q12809; U2OS, BacMam KCNH2, thallium flux FluxOr; hits give low values; activity change, % at 1.84 µM; actives 0.37% (n = 340,000); AID 720551;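 active = maximum activity change below -70%; inconclusive = maximum activity change between -70% and -50%; inactive = maximum activity change above -50%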; note: % is set by controls: 0 for no effect and ±100 for the full control effect
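U2OS cells transduced with wild-type KCNH2 virus are loaded with FluxOr dye for 45 min, and thallium flux is measured in kinetic reads before and after stimulation buffer. Rate constants are normalized to DMSO controls.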
TSHR antag = antagonists of human thyroid stimulating hormone receptor; actives 0.2% (n = 330,000); TSHR-expressing cells, TSH-stimulated cAMP HTRF, 2 h; hits give low values; activity change, negative = inhibition, % at 11.5 µM;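 active = activity change below a set negative limit, meaning inhibition stronger than a set level, cut at about -70% in these data; inconclusive = activity change between two set negative limits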; note: % is set by controls: 0 for no effect and ±100 for the full control effect
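Antagonism was scored as loss of TSH-driven cAMP in TSHR cells, stimulated with 4nM TSH (EC80) for 2 hours at 37 deg C and detected by homogeneous HTRF competition immunoassay.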
TCR act = T cell receptor activation; primary human leukocytes, anti-CD3, IL-2 HTRF, 48 h; 330,000 tested, under 10 active; Potency, µM (top dose mostly 9.22 µM), without a hit: top-dose activation of IL-2 secretion, actives largely listed as activators; note: % of control where 0% means no effect
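Primary human leukocytes receive a-CD3 beads and test compound and are incubated 48 hr. Secreted IL-2 is then assayed by HTRF, measuring 665nm acceptor emission after 320nm excitation of the europium donor.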
KCNH2 3.1 block = blocks the human KCNH2 3.1 channel isoform | U2OS KCNH2 3.1, thallium flux FluxOr; hits give low values | AID 720553 | activity change, % (tested at about 1.8 µM) | actives 0.95% (n = 340,000);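 active = maximum activity change below -70%; inconclusive = maximum activity change from -70% to -50%; inactive = maximum activity change above -50%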;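 note: thallium influx rate constant from kinetic fluorescence after stimulation buffer; % is set by controls: 0 for no effect and ±100 for the full control effect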
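Thallium flux via FluxOr fluorescence (Red40 quencher, 45 min loading) in U2OS cells virally expressing the KCNH2 3.1 isoform (1.77 x 10^8 /mL virus, overnight at 37 C). Rate constants from 2-min kinetic reads post-stimulation, normalised to positive and negative controls.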
Mito fusion yeast = mitochondrial division inhibition or fusion activation; actives 0.23% (n = 320,000); Potency, µM (top dose mostly 46.1 µM), inactives show at the top dose growth rescue (activation), hits mostly activators; S. cerevisiae fusion-defective mutant growth rescue, CellTiterGlo 48 h;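 note: potency is the fitted concentration of half-maximal effect; % of control where 0% means no effect; nearly all actives have a fitted effect of over 45% in size; temperature-sensitive fusion mutants such as fzo1-1 at 37 °C on non-fermentable ethanol glycerol medium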
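Compounds are tested for their ability to restore growth of mitochondrial fusion-defective yeast strains at non-permissive 37C in YPEG medium over 48 hours. Viability is quantified by luciferase luminescence.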
AT treatment = potential ataxia-telangiectasia treatments restoring KAP-1 phosphorylation. Potency, µM (highest dose often 57.5 µM), inactives show at the top dose activation, hits mostly activators. actives 0.19% (n = 320,000). […] A-T fibroblasts, KAP-1 phosphorylation AlphaLISA; neocarzinostatin DNA damage 30 min before lysis; note: potency is the fitted concentration of half-maximal effect; % of control where 0% means no effect; nearly all actives have a fitted effect of over 45% in size
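hTERT-immortalized A-T patient fibroblasts ([…]), 500 cells/well in OPTI-MEM, 1% FBS, got compounds for 60 min, then NCS for 30 min at 37C. Lysates were then assayed for phospho-KAP-1 by AlphaLISA (anti-pKAP1 donor, anti-KAP1 acceptor beads), 6 hr at 25C.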
TRPV1 agonist = activates the human vanilloid receptor TRPV1; AID 540275; actives 0.19% (n = 320,000); TRPV1-expressing cells, Fluo-8 calcium influx, agonist mode; activation, % at 8.33 µM; Q8NER1; in the data active = activation above about 80%; inconclusive = between about 30% and that limit; note: 0% is about no effect
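Cells expressing TRPV1 were dye-loaded with Fluo-8 and read kinetically: 10 s baseline, 3 min after compound (agonist portion), then 2 min after EC20 capsaicin (allosteric enhancer portion). Calcium-bound dye fluorescence at 480/520 nm.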
Eya2 phos inh = inhibitors of human Eya2 phosphatase activity; recombinant Eya2, OMFP fluorescence dephosphorylation (OMFP is methylfluorescein phosphate); Potency, µM (doses to about 76.9 µM), for the others: top-dose activity, negative = inhibition, hits mostly inhibitors; O00167; actives 0.006% (n = 330,000); note: potency is the fitted concentration of half-maximal effect; % is set by controls: 0 for no effect and ±100 for the full control effect
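Eya2 (0.2 uM) preincubated 10 min at ambient with compound, then OMFP substrate added at 50 uM; 10 min reaction in 50 mM HEPES pH 7.5, 50 mM NaCl, 5 uM MgCl2, 0.05% BSA, 1 mM DTT. Fluorescence read at Ex 485/Em 525 nm.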
* marks the source's active call; other numbers are inactive results; ? = inconclusive; / = not tested or not shown; [ ] = remark or other dose. Unless noted, calls come from the whole dose curve; as a rule, active = well fitted curve in the direction sought with a large enough effect; inconclusive = small, poorly fitted or top-dose-only effect, or another doubt; inactive = no such curve, though single readings can be large; an effect the other way counts as inactive or inconclusive.

SMILES	ELG1 repair inh	USP2a block	KCNH2 WT inh	TSHR antag	TCR act	KCNH2 3.1 block	Mito fusion yeast	AT treatment	TRPV1 agonist	Eya2 phos inh
Cn1cnc(C(=O)NC2CCN(C(=O)OC(C)(C)C)CC2)c1C(=O)NC1CCN(C(=O)OC(C)(C)C)CC1	10.3µM*	-0.1%	0.6	27.2	1.9%	-3.7	/	4.0%	/	0.6%
O=c1n(Cc2ccc(Cl)cc2)c2sc3c(c2c2ncnn12)CCCC3	?	-0.1%	10.2	5.9	-3.1%	-13.6	?	-5.3%	0.7	-6.6%
O=C(CCn1c2c(c3ccccc31)CCCC2)NNC(=O)c1ccccc1C(=O)O	?	-0.8%	1.0	4.0	-6.6%	-11.7	6.3%	-10.1%	26.3	-5.8%
CN(C)c1ccc(/C=N/NC(=O)c2ccc(NC(=O)c3ccccc3)cc2)cc1	0.0%	-5.6%	-0.7	-5.5	3.4%	10.9	-2.4%	1.4%	15.1	1.6%
CC1CCN(CCCCOc2cccc(C(C)C)c2)CC1	-0.1%	-1.4%	21.4	-7.5	-5.9%	-0.8	?	-7.1%	-2.4	17.4%
CC(=O)Nc1ccc(NC(=O)CN(c2cccc(C(C)=O)c2)S(C)(=O)=O)cc1	2.6%	7.4%	-5.4	-3.2	12.1%	7.5	3.7%	-0.5%	0.8	6.2%
COc1ccc2c(CC(=O)Nc3ncc(C)s3)coc2c1	?	-0.3%	-3.5	-5.8	-2.4%	14.4	5.6%	0.4%	4.7	4.7%
O=C(CCNS(=O)(=O)c1ccc(Cl)cc1)OCC(=O)N1CCN(C(=O)c2ccco2)CC1	0.4%	4.4%	8.4	-3.2	0.5%	16.3	-6.5%	-2.2%	3.4	-21.3%
COC(CN(C(=O)CCl)C(C(=O)NC1CCCCC1)c1ccc(C)cc1)OC (configuration not stated)	3.7%	0.6%	2.0	-1.5	-4.2%[46.1 µM]	-4.1	-4.2%	5.5%	-0.1	-7.6%
COC(=O)c1ccc(OC(=O)CCS(=O)(=O)c2ccc(C)cc2)cc1	10.0%	0.9%	-14.8	8.2	-2.0%	6.2	-5.8%	-6.1%	0.8	-9.6%
COC(=O)c1ccc(NC(=O)COC(=O)C2CC(=O)N(Cc3ccccc3)C2)cc1 (configuration not stated)	?	0.7%	/	4.1	-5.5%	-0.8	17.2%	0.6%	5.0	7.4%
COc1ccc(C(=O)c2ccc([N+](=O)[O-])cc2Cl)cc1	37.4%	-2.3%	0.5	-6.5	24.1%	-9.0	20.6%	5.4%	?	-25.8%
CCC1CCCCN1CCCNC(=O)Cn1ncc2c(C)n(Cc3ccccc3Cl)c(C)c2c1=O (configuration not stated)	-0.8%	0.6%	-5.8	11.6	-2.2%	-11.2	0.0%	1.4%	-1.5	-18.9%
Cc1ccc(-c2noc(CN(C(=O)c3ccc4c(c3)OCO4)C(C)C)n2)cc1	2.2%	-5.1%	-3.6	-9.8	-2.2%	0.5	1.4%	13.9%	?	-0.5%
S=C(Nc1ccc(Br)cc1Cl)N1CCCC1	-7.6%	0.7%	-3.7	-6.4	-1.6%	6.2	-2.1%	16.8%	?	-18.1%
COc1ccc(-c2noc(CCC(=O)N3CCN(c4cccc(C)c4)CC3)n2)cc1	?	2.7%	-9.6	15.4	-2.5%[46.1 µM]	-0.2	/	4.8%	/	0.0%
Cc1cn2c(-c3cccnc3)nnc2s1	21.6%	1.7%	4.5	12.4	-0.1%	-76.5*	-3.0%	2.5%	-2.8	9.2%
CCOC(=O)C1CCN(C(=O)c2ccc3c(SCC(=O)O)c4c(nc3c2)CCCC4)CC1	18.3%	2.3%	-20.9	-0.5	-0.1%	14.0	29.9%	-1.2%	-3.7	-0.1%
Cn1c(=O)n(Cc2ccc(F)cc2)c(=O)c2c1nc1n2CCCN1Cc1ccccc1	20.6µM*	-0.2%	-1.9	-8.2	-1.7%	-7.5	-39.4%[inhibitor]	2.4%	-2.2	11.3%
Cc1c(C(=O)NCCO)sc2nc3n(c(=O)c12)CCC3	1.5%	3.3%	-3.2	-10.2	-1.1%	-4.2	-0.2%	5.6%	1.3	10.9%

Compound profiles, as listed above. Values in the order: ELG1 repair inh | USP2a block | KCNH2 WT inh | TSHR antag | TCR act | KCNH2 3.1 block | Mito fusion yeast | AT treatment | TRPV1 agonist | Eya2 phos inh
`CC1CCN(CCCCOc2cccc(C(C)C)c2)CC1` as listed: -0.1% | -1.4% | 21.4 | -7.5 | -5.9% | -0.8 | ? | -7.1% | -2.4 | 17.4%
`Cc1c(C(=O)NCCO)sc2nc3n(c(=O)c12)CCC3` as listed: 1.5% | 3.3% | -3.2 | -10.2 | -1.1% | -4.2 | -0.2% | 5.6% | 1.3 | 10.9%
`O=c1n(Cc2ccc(Cl)cc2)c2sc3c(c2c2ncnn12)CCCC3` as listed: ? | -0.1% | 10.2 | 5.9 | -3.1% | -13.6 | ? | -5.3% | 0.7 | -6.6%
`CCC1CCCCN1CCCNC(=O)Cn1ncc2c(C)n(Cc3ccccc3Cl)c(C)c2c1=O` (configuration not stated) as listed: -0.8% | 0.6% | -5.8 | 11.6 | -2.2% | -11.2 | 0.0% | 1.4% | -1.5 | -18.9%
`CC(=O)Nc1ccc(NC(=O)CN(c2cccc(C(C)=O)c2)S(C)(=O)=O)cc1` as listed: 2.6% | 7.4% | -5.4 | -3.2 | 12.1% | 7.5 | 3.7% | -0.5% | 0.8 | 6.2%

Next section:
SMILES	ELG1 repair inh	USP2a block	KCNH2 WT inh	TSHR antag	TCR act	KCNH2 3.1 block	Mito fusion yeast	AT treatment	TRPV1 agonist	Eya2 phos inh
COc1cc(C(=O)NCCC2=CCCCC2)ccc1OC1CCN(C(C)=O)CC1	1.4%	0.2%	4.1	14.0	-26.6%	9.7	3.4%	19.7%	0.2	-5.6%
COC(=O)C(C)n1cnc2c(nnn2-c2cccc(OC)c2)c1=O (configuration not stated)	?	-0.9%	-14.6	-2.9	-0.9%	11.8	-6.8%	7.3%	-1.4	-4.0%
CCn1c2ccccc2c2cc(NC(=O)CCCN3C(=O)CCC3=O)ccc21	-3.3%	0.1%	2.5	12.4	4.0%	0.7	-9.5%	-0.7%	2.7	14.6%
Cc1cccc(C(=O)OC(C)CN2C(C)CCCC2C)c1 (configuration not stated)	5.4%	1.5%	40.0	5.5	-3.1%	1.0	4.4%	34.1%	-9.3	1.5%
CCOc1ccc(C(=O)OCC(=O)NC2CCCCCCC2)cc1	8.7%	-1.4%	-10.6	-10.7	4.2%	-8.0	7.7%	5.4%	14.1	-0.8%
N#CCCN(Cc1cccnc1)C(=S)Nc1ccccc1Cl	-13.0%	6.0%	-9.2	-1.3	-1.3%	9.0	-1.7%	-1.5%	3.1	-3.7%
CCOc1ccc2cc(C3CC(c4ccco4)=NN3S(C)(=O)=O)c(=O)[nH]c2c1 (configuration not stated)	-7.1%	0.3%	4.9	10.2	2.8%	11.1	-8.8%	-7.6%	-8.0	-1.6%
COc1cccc(CNS(=O)(=O)c2csc(C(N)=O)c2)c1	2.3%	3.6%	-8.1	13.6	2.6%	6.7	7.7%	-4.6%	0.9	7.4%
O=C(c1cc([N+](=O)[O-])cc([N+](=O)[O-])c1)N1CCN(C(=O)c2ccco2)CC1	-27.6%	1.9%	3.5	1.1	-2.3%	3.5	-1.6%	4.6%	-2.2	-14.0%
CC(Oc1ccc(Cl)cc1Cl)C(=O)NCCCCc1ccccc1 (configuration not stated)	-4.1%	-1.8%	7.2	8.4	-17.1%[46.1 µM]	-17.4	17.6%	9.0%	30.0	-7.8%
CCC[C@@H]1C[C@@]1(CCC)[C@@H](NP(=O)(c1ccccc1)c1ccccc1)c1ccc(C(=O)OC)cc1	-19.8%	1.6%	5.4	-3.8	-1.0%	-2.5	-16.9%	-11.5%	?	-9.9%
CCN(CC)C(=O)C(=O)c1cc(C)n(-c2ccc(F)cc2)c1C	-8.5%	-0.4%	3.3	-0.3	3.8%	13.2	-4.3%	1.1%	0.5	-12.9%
COc1ccc(-c2nncnn2)cc1	13.7%	-1.0%	-1.3	-2.4	2.7%[46.1 µM]	-0.4	-0.2%	-2.3%	0.2	0.9%
Cc1cc(C(=O)OCC(=O)Nc2ccccc2C#N)c(C)o1	?	1.8%	0.3	-5.3	-2.9%	7.3	4.4%	1.9%	3.5	44.8%
CCCCCCn1ccc(=N)cc1	3.66µM*	1.9%	-6.5	-14.1	-48.5%	-0.3	2.6%	12.1%	4.9	-2.1%
Cc1ccc(C(C(=O)NC2CCCC2)N(C(=O)c2csnn2)c2ccccc2)o1 (configuration not stated)	2.4%	-1.3%	-2.8	-1.8	0.9%	2.5	-2.8%	-2.9%	-0.4	-14.6%
N#Cc1cn(-c2ccccc2)nc1-c1cc2ccccc2oc1=O	?	-0.2%	3.9	-9.2	-5.7%	-7.0	2.4%	-7.7%	2.0	-12.6%

From PubChem

This is a subset; the hit share may differ from the screen's.
